BAP1 block: inhibitors of BAP1 deubiquitinase, primary screen, biochemical, Ub-AMC fluorescence, kinetic | actives 0.48% (n = 72,000) | AID 436, 2006 | recombinant BAP1, Ub-AMC hydrolysis fluorescence kinetic; active compounds read low | activity remaining (% of control), % at 20 µM | Ubiquitin carboxyl-terminal hydrolase BAP1 (Homo sapiens), Q92560;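 active means activity remaining at or below 50% of control, provided the compound also passes the data quality filters; inactive means the rest, including low values that fail the filters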;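 further: 100% = DMSO wells rate and 0% = substrate alone blank rate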
HePTP inh: inhibitors of human HePTP phosphatase, primary screen, biochemical, absorbance, leukemia target | Tyrosine-protein phosphatase non-receptor type 7 (Homo sapiens), P35236 | recombinant HePTP phosphatase activity, OD absorbance | inhibition, % at 20 µM | actives 0.64% (n = 110,000) | AID 521, 2006; in the data active means inhibition above about 50%;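 further: plate controls were vehicle for no effect and reference inhibitor for full effect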
Target sequence (P35236 whole entry, looked up): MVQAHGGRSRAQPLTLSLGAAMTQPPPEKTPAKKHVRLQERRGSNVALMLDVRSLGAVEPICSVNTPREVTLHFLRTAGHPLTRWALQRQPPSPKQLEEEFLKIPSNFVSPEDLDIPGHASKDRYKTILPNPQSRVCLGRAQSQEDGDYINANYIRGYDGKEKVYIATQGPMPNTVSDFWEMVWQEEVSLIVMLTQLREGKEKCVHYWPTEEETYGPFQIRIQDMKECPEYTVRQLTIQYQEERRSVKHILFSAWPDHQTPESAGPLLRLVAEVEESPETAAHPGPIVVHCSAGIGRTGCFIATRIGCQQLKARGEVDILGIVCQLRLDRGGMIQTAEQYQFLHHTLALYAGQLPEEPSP
* marks the source's active call; other numbers are inactive results; nt = not tested or not shown; & = joins results of further samples. The order is random (roughly 0.95% active in at least one column).

SMILES,HePTP inh,BAP1 block
O=C(Nc1ccc2c(c1)OCO2)c1c(Cl)nc2sccn12,0,nt
O=C(Nc1ccccc1)C1CC(=O)N(c2cccc([N+](=O)[O-])c2)C1 (stereo not drawn),-24,nt
CC(C)(Oc1ccc(Cl)cc1)C(=O)Nc1ncccn1,4,nt
CC(C)C(NC(=O)c1ccc(N(C)S(=O)(=O)c2ccccc2)cc1)C(C)C,9,nt
CC(=O)NC(CCS(C)(=O)=O)C(=O)Nc1cccc(C)c1C (stereo not drawn),12,84
CCC(=O)Nc1nc2cc(OC)ccc2s1,11,99
Cn1c(C(=O)N2CCCC(C(=O)NCCCc3ccccc3)C2)cc2sccc21 (stereo not drawn),13,107
O=C(N/N=C/c1ccccn1)/C(=C\c1ccc2c(c1)OCO2)NC(=O)c1ccccc1,-6,nt
Cc1c(C#N)c(N=CN(C)C)c(C#N)n1-c1ccccc1,-14,nt
O=C(Nc1nc2cc3c(cc2s1)OCO3)C1=COCCO1,6,94
N/C(=N\OC(=O)c1ccc(Cl)cc1)c1ccccc1,-14,nt
CC(=O)c1cccc(N=C2C(=O)Nc3ccccc32)c1,-5,102
COc1ccc(NC(=O)/C(=C\c2cccs2)NC(=O)c2ccccc2)cc1,-26,nt
CCn1c2ccccc2c2cc(CNC3CCCCC3)ccc21,-2,nt
CCc1ccccc1NC(=O)CN1C(=O)C2CCCN2c2ncc(Cl)cc21 (stereo not drawn),2,90
CC(=O)Oc1ccc(-c2cccc(NC(=O)c3ccc4c(c3)Cc3ccccc3-4)c2)cc1,-7,nt
CCCCOC(=O)c1ccc(NC(=O)c2cc3ccccc3o2)cc1,7,nt
O=S(=O)(NCCOc1ccc(Cl)cc1)c1ccc2ccccc2c1,-4,nt
O=C(CSc1nc2[nH]ncc2c(=O)n1-c1ccccc1)N1CCCc2ccccc21,6,82
COc1ccc(-c2cc(C(=O)NC3CCCC3)no2)cc1OC,-6,98
C=CCc1cccc2cc(C(=O)NCc3ccccc3)c(=O)oc12,2,nt
Cc1ccc(Cl)c(OCCCCNCCO)c1,0,nt
O=C(O)c1c(-c2ccccc2)c2oc3ccccc3c2[nH]c1=O,0,46*
CC(NC(=O)Cn1cc2c(n1)CCCCC2)c1ccccc1 (stereo not drawn),-4,98
CCOc1ccccc1C(=O)NCCCCCC(=O)O,4,118
CC(=O)c1ccc(N2CCN(C3CC(=O)N(c4ccc(C)cc4)C3=O)CC2)cc1 (stereo not drawn),-1,nt
CCOc1ccc(C(=O)NCC(C)CN(C)C)cc1OCC (stereo not drawn),1,62
Cc1cc(C)cc(CC2CC(=O)N(c3cc(C)ccc3C)C2=O)c1 (stereo not drawn),-9,62
O=S(=O)(c1ccc(Sc2nnc3ccccn23)nc1)N1CCOCC1,4,85
Cc1cc(=O)[nH]c(SCC(=O)Nc2ccccc2[N+](=O)[O-])n1,-9,nt

(cont.)
SMILES,HePTP inh,BAP1 block
Cc1cnc(C(=O)Nc2cccc3cccnc23)cn1,7,157
COc1ccc(N2C(=O)Cn3c2nc2c3c(=O)n(C)c(=O)n2C)cc1,3,nt
NC(=O)c1cnn2c1NC(c1ccco1)CC2C(F)(F)F (stereo not drawn),-3,nt
O=C(NC1=NCCS1)NC12CC3CC(CC(C3)C1)C2,5,122
O=C(CCC1CCCC1)Nc1ccc(F)c(F)c1,-3,nt
CC(=O)N(C1=C(Nc2ccccc2)C(=O)c2ccccc2C1=O)c1ccccc1,3,nt
Cc1sc(NC(=O)Nc2ccccc2)nc1C12CC3CC(CC(C3)C1)C2,-9,nt
COc1cccc(OC)c1Oc1ccc(C(F)(F)F)cn1,9,134
C=CCn1c(COc2ccc(CC)cc2)nnc1SC/C(O)=C(\C#N)c1nc2ccccc2[nH]1,4,52
CCc1c(C)nc(SCC(=O)Nc2ccc(Br)cc2)[nH]c1=O,4,93
Cc1ccc(S(=O)(=O)N2CCN(C(=O)CSc3nc4ccccc4o3)C2)cc1,11,85
CCOCCOC(=O)C1=C(C)N(C)C(=O)NC1c1ccccc1F (stereo not drawn),2,122
CCCC1C(c2ccc(OC)cc2)C(C#N)(C#N)C2(C#N)CC1(N)NC2=O (stereo not drawn),-8,89
Cc1ccc(-n2cc(C=C3C(=O)NC(=O)NC3=O)cn2)cc1C,5,nt
Cc1ccc(C(C(=O)NC2CCCC2)N2CCCCC2)cc1 (stereo not drawn),-9,110
CCOc1ccc(CN2CCN(C(=O)c3ccccc3)CC2)cc1,1,82
CCOC(=O)Cc1csc(NC(=O)c2cccc(OC)c2)n1,8,81
COc1ccc(CN2CCN(C(=O)c3ccco3)CC2)cc1Br,-1,nt
O=C1CC(C(=O)N(c2cccc(F)c2)C(C(=O)NC2CCCC2)c2ccccn2)CS1 (stereo not drawn),6,113
Cc1ccc(C(=O)Nc2sc(C)c(C)c2C#N)cc1,nt,60
O=C(O)C1CCN(S(=O)(=O)c2ccc(Oc3ccccc3)cc2)CC1,10,122
CCN(CC)S(=O)(=O)c1cc(C(N)=O)ccc1C,2,nt
CCc1nnc(NC(=O)c2c(O)c3c([nH]c2=O)CCCC3)s1,4,110
CCS(=O)(=O)N1CCCC(C(=O)NCc2cccnc2)C1 (stereo not drawn),7,99
CCOc1cc(C(=O)N(C)Cc2cc3cc(OC)ccc3[nH]c2=O)cc(OCC)c1OCC,6,54
CCc1cc2c(=O)c(-c3nc4ccccc4n3C)coc2c(CN2CCN(C)CC2)c1O,4&9,65
CCOC(=O)c1c(NC(=O)c2cccc(OC)c2)sc(C)c1C,nt,84
NC(=O)N/N=C(\C=C\c1ccccc1)C1(O)CCCCC1,8,nt
Cc1cc(NCCN2CCOCC2)n2c(nc3ccccc32)c1C#N,10&-5,nt
CC(C)c1ccc(/C=C/C(=O)Nn2cnnc2)cc1,-3,nt

Seven entries drawn at random from the list so far, as already listed:
SMILES,HePTP inh,BAP1 block
COc1ccc(NC(=O)/C(=C\c2cccs2)NC(=O)c2ccccc2)cc1,-26,nt
Cn1c(C(=O)N2CCCC(C(=O)NCCCc3ccccc3)C2)cc2sccc21 (stereo not drawn),13,107
Cc1cnc(C(=O)Nc2cccc3cccnc23)cn1,7,157
CC(=O)N(C1=C(Nc2ccccc2)C(=O)c2ccccc2C1=O)c1ccccc1,3,nt
CCOc1ccc(C(=O)NCC(C)CN(C)C)cc1OCC (stereo not drawn),1,62
O=C(CSc1nc2[nH]ncc2c(=O)n1-c1ccccc1)N1CCCc2ccccc21,6,82
O=C(CCC1CCCC1)Nc1ccc(F)c(F)c1,-3,nt

The main list resumes; the four compounds before the break are reprinted first.
SMILES,HePTP inh,BAP1 block
CCOC(=O)c1c(NC(=O)c2cccc(OC)c2)sc(C)c1C,nt,84
NC(=O)N/N=C(\C=C\c1ccccc1)C1(O)CCCCC1,8,nt
Cc1cc(NCCN2CCOCC2)n2c(nc3ccccc32)c1C#N,10&-5,nt
CC(C)c1ccc(/C=C/C(=O)Nn2cnnc2)cc1,-3,nt
Cc1cccc(OCCn2ccnc2)c1C,-16,nt
COC(=O)c1ccc(NS(=O)(=O)c2ccc(SC)cc2)cc1,-18,137
COCCOCC(O)CN1CCN(c2ccc(C)cc2)CC1 (stereo not drawn),4,93
CCCCCn1c(CN2CCN(C)CC2)nc2c1c(=O)n(C)c(=O)n2C,-2,98
O=C(Cc1cccs1)N1CCCC(c2nc3c(nnn3Cc3ccccc3Cl)c(=O)[nH]2)C1 (stereo not drawn),-7,97
Cc1cc(Nc2cccc(F)c2)n2ncnc2n1,4,95
Cn1c(=O)c2c(nc(NCCO)n2Cc2cccc3ccccc23)n(C)c1=O,nt,59
Cc1cc(C(F)(F)F)nn1Cc1ccc(C(=O)NCc2ccco2)o1,-3,55
COc1ccccc1C1(CC(=O)O)CCOC(C(C)C)C1 (stereo not drawn),6,140
CC1CCN(CCCNC(=O)c2ccc(CS(=O)(=O)Cc3ccccc3F)o2)CC1,4,96
Cc1cc(N=CC2=C(O)CC(C)(C)CC2=O)no1,-10&-5,96
Cc1ccc(NC2c3ccccc3Oc3ccccc32)cc1,10,nt
CSc1ccc(CN2CCN(S(=O)(=O)c3ccc(C)cc3)CC2)cc1,-2,nt
O=C(O)CCCCCN1C(=O)C(=O)/C(=C(/O)c2ccc([N+](=O)[O-])cc2)C1c1ccc(F)cc1 (stereo not drawn),4,nt
Cc1cc(=O)oc2cc(OCC(=O)NCc3cccnc3)ccc12,5,111
C/C(=C/C(=O)NCc1ccccc1)C(=O)O,-9,nt
Cc1cc(C)nc(SC(C)C(=O)Nc2ccc(S(N)(=O)=O)cc2)n1 (stereo not drawn),-12,63
CCCCCc1nnc(NC(=O)COc2ccccc2)s1,-6,nt
O=C1OC(c2ccccc2)=C/C1=C/N1CCCCC1,-2,69
Cc1ccc(N2C(=O)c3ccccc3NC2c2ccccc2F)cc1 (stereo not drawn),0,nt
COc1ccccc1C(=O)Nc1ccc(N2CCN(Cc3ccccc3)CC2)cc1,nt,98
O=C(c1cccs1)N1CCN(Cc2ccncc2)CC1,9&6,116
O=C(COc1ccccc1O)Nc1ccccc1Cl,6,98
O=C(Nc1c(O)c2ccccc2[nH]c1=O)c1ccco1,0,nt
CCOc1ccccc1N(CC(=O)Nc1ccc2c(c1)OCO2)S(C)(=O)=O,1,nt
CC1c2[nH]c3ccccc3c2CCN1S(C)(=O)=O (stereo not drawn),nt,100
CN1C(=O)NC(=O)/C(=C/c2cccn2-c2cccc([N+](=O)[O-])c2)C1=O,-13,nt
CC(=O)NC(Cc1ccccc1)C(=O)NC1CCN(C(=O)NC2CCCCC2)CC1 (stereo not drawn),5,92
O=C(NCC1CCCO1)c1coc2nc3ccccc3nc12 (stereo not drawn),-8,nt
CSc1ccccc1NC(=O)c1cc(CC(C)C)on1,1,96

Entries of single compounds from above.
COc1ccccc1C1(CC(=O)O)CCOC(C(C)C)C1 (stereo not drawn) across the screens: HePTP inh: 6; BAP1 block: 140
O=C(O)CCCCCN1C(=O)C(=O)/C(=C(/O)c2ccc([N+](=O)[O-])cc2)C1c1ccc(F)cc1 (stereo not drawn) across the screens: HePTP inh: 4; BAP1 block: nt

Continuation.
SMILES,HePTP inh,BAP1 block
Cc1ccc(NC2c3ncccc3C(=O)N2c2ccccc2C)cc1C (stereo not drawn),11,105
O=C(CCN1C(=O)c2ccccc2C1=O)NCc1ccccn1,-2,nt
Cc1cc(C(=O)OCC(=O)Nc2ccc(F)cc2F)c(C)o1,2,97
COc1ccc(CCNC(=O)COc2ccccc2[N+](=O)[O-])cc1OC,11,nt
CC1(C(=O)NC2CCCCCCC2)CCC(=O)N1CCN1CCOCC1 (stereo not drawn),3,98
COc1ccc(CC(=O)NC2CCN(CC(=O)Nc3ccc4c(c3)OCCO4)CC2)cc1OC,-6,92
Cc1cc(=O)oc2c(CN3CCN(CCO)CC3)c(O)ccc12,2,nt
CCOC(=O)N1CCC(Nc2c(NCCCN3CCN(c4ccc(OC)cc4)CC3)c(=O)c2=O)CC1,8,105
O=C1Nc2ccccc2C12OC1CCCCC1O2 (stereo not drawn),-10,72
Cc1cccc2cc(C#N)c(SCCN3CCCCC3)nc12,2,108
O=C(ON=C1c2ccccc2-c2ccccc21)c1ccc(Cl)cc1Cl,11,nt
COc1ccccc1/C=C1\SC(N2CCCCC2)=NC1=O,6,nt
Cc1cccc(NC(=O)c2c(C)cc(=O)oc2C)n1,6,94
Fc1ccc(C2C3=C(Nc4ncnn42)c2ccccc2OC3c2ccncc2)cc1 (stereo not drawn),5,154
CC(NC(=O)C1C2C=CC(C2)C1C(=O)O)c1ccccc1 (stereo not drawn),2,71
Cc1ccc(NC(=O)c2ccc3c(c2)OCO3)cc1[N+](=O)[O-],-4,nt
COc1ccc2cc3cc(C(=O)N4CCN(Cc5ccc6c(c5)OCO6)CC4)oc3nc2c1,-4,nt
CCCCOc1ccccc1C1CC(=O)NC2=C1C(=O)CCC2 (stereo not drawn),-6,103
CCOC1(C(F)(F)F)NC(=O)N(Cc2ccc(OC)cc2)C1=O (stereo not drawn),1,107
COc1cc(C2CC(=O)N3CN(c4ccccc4C)CSC3=C2C#N)cc(OC)c1OC (stereo not drawn),8,86
Cc1cccc(NC(=O)/C=C/c2ccc(F)cc2)c1,-10,nt
COc1ccc(C(O)Cc2nc3ccccc3n2C)cc1OC (stereo not drawn),nt,94
COc1cccc(C(=O)Nc2nc(-c3ccc(F)cc3)cs2)c1,nt,109
CC(=O)OCCCN1C(=O)c2ccccc2C1=O,-3,nt
COc1cccc(C2C(C(=O)c3sc(C)nc3C)=C(O)C(=O)N2CCN2CCOCC2)c1 (stereo not drawn),-5,92
C/C(=C\C(=O)Nc1nccs1)c1ccccc1,-12,142
O=C(N/N=C/c1ccco1)c1cc(C23CC4CC(CC(C4)C2)C3)[nH]n1,5,nt
CCOC(=O)c1oc2nc(C(C)C)c3c(c2c1N)CCC3,5,331
COc1ccccc1N1CCN(CC(O)COc2ccc(C34CC5CC(CC(C5)C3)C4)cc2)CC1 (stereo not drawn),0,nt

Bioassay records deposited in PubChem by several laboratories.
